# From PubChem
# PAFAH1B2 inh = PAFAH1B2 enzyme inhibitors, primary screen, biochemical, fluorescence polarization, human. recombinant PAFAH1B2, FP-rhodamine activity probe. inhibition, % at 3.39 µM. 340,000 compounds, 1.2% hits. AID 492953, 2010;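 active = inhibition above the mean of all tested compounds plus 3 SD, cut at about 24% in these data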;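 also: 0% = enzyme with DMSO and 100% = wells lacking PAFAH1B2; many of its hits are not listed in these tables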
# PREPL inh = PREPL enzyme inhibitors, primary screen, biochemical, fluorescence polarization | inhibition, % at 5.96 µM | 320,000 compounds, 0.68% hits | recombinant PREPL, fluorescence polarization activity-based probe | Prolyl endopeptidase-like (Homo sapiens), Q4J6C6 | AID 2751, 2010; in the data active = inhibition above about 43%;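 also: 0% = enzyme with DMSO and 100% = wells lacking enzyme; many of its hits are not listed in these tables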
# PAFAH2 inh = PAFAH2 enzyme inhibitors, primary screen, biochemical, fluorescence polarization, human. Platelet-activating factor acetylhydrolase 2, cytoplasmic (Homo sapiens), Q99487. recombinant PAFAH2, FP-rhodamine activity probe. inhibition, % at 3.39 µM. 340,000 compounds, 0.99% hits. AID 492956, 2010;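 active = inhibition above the mean over all tested compounds plus 3 SD, cut at about 30% in these data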;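 also: inhibitors block probe labeling of enzyme so polarization drops; 0% = enzyme with DMSO and 100% = wells lacking PAFAH2 protein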
# PAFAH1B3 FP inh = PAFAH1B3 enzyme inhibitors, primary screen, biochemical, fluorescence polarization, human; recombinant PAFAH1B3, FP-rhodamine probe; inhibition, % at 3.39 µM; Platelet-activating factor acetylhydrolase IB subunit alpha1 (Homo sapiens), Q15102; 340,000 compounds, 0.28% hits;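 active = inhibition above the screen-wide average of all tested compounds plus 3 SD, cut at about 25% in these data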;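 also: 0% = enzyme with DMSO only and 100% = wells lacking PAFAH1B3 protein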
# Target sequence (Q15102 whole entry, looked up): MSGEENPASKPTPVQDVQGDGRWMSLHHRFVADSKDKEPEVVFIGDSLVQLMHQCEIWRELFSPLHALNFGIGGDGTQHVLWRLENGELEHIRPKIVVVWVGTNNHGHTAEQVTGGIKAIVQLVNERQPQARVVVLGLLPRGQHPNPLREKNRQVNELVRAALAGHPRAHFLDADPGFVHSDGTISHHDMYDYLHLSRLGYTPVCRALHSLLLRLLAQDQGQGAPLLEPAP
# PAD4 inh = human PAD4 inhibitors, primary screen, biochemical, fluorescence polarization, 1536-well format. inhibition, % at 6.36 µM. 330,000 compounds, 0.41% hits. recombinant PAD4, RCA probe fluorescence polarization;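 active = percent inhibition above a cutoff equal to the mean of all tested compounds plus 3 SD, cut at about 15% in these data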;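 also: 0% = PAD4 with RCA probe and DMSO and 100% = probe without PAD4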
# LYPLA2 inh = LYPLA2 inhibitors, primary screen, counter-screen for PME1 inhibitor project, biochemical, fluorescence polarization, FP-Rh probe ABPP; Acyl-protein thioesterase 2 (Homo sapiens), O95372; recombinant LYPLA2; inhibition, % at 5.9 µM; 320,000 compounds, 0.38% hits;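 active = inhibition above the screen-wide mean plus 3 SD, limit set per campaign, cut at about 26% in these data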;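 also: 0% = LYPLA2 with DMSO and 100% = wells lacking LYPLA2 enzyme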
# Target sequence (O95372 whole entry, looked up): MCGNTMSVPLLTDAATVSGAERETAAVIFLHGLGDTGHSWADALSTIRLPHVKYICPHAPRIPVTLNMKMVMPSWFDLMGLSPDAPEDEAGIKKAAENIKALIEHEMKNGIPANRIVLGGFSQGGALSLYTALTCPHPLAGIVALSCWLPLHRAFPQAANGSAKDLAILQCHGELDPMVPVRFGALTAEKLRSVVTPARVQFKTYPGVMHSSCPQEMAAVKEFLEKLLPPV
# GSTO1 inh = inhibitors of recombinant GSTO1, primary screen, counter-screen for RBBP9 inhibitor project, biochemical, fluorescence polarization; 300,000 compounds, 1.1% hits; inhibition, % at 5.96 µM; activity-based probe fluorescence polarization; AID 1974, 2009; Glutathione S-transferase omega-1 (Homo sapiens), P78417;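 active = inhibition above the campaign mean inhibition plus 3 SD, cut at about 35% in these data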;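 also: 0% = GSTO1-1 with DMSO and 100% = wells lacking GSTO1-1 enzyme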
# Target sequence (P78417 whole entry, looked up): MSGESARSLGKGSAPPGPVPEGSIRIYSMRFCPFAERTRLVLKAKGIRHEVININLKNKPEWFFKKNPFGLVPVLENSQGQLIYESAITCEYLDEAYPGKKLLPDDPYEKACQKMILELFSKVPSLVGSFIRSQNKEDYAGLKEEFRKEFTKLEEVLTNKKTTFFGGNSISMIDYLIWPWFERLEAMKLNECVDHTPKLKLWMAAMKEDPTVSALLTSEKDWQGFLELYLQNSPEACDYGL
# LYPLA1 counter = LYPLA1 inhibitors, primary screen, counter-screen for PME1 inhibitor project, biochemical, fluorescence polarization, FP-Rh probe ABPP | Acyl-protein thioesterase 1 (Homo sapiens), O75608 | recombinant LYPLA1 | inhibition, % at 5.9 µM | 320,000 compounds, 0.16% hits;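 active = inhibition above the mean of all tested compounds plus 3 SD, set per campaign, cut at about 14% in these data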;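 also: inhibitors block serine hydrolase probe labeling of LYPLA1 so polarization falls; 0% = enzyme with DMSO and 100% = wells lacking LYPLA1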
# Target sequence (O75608 whole entry, looked up): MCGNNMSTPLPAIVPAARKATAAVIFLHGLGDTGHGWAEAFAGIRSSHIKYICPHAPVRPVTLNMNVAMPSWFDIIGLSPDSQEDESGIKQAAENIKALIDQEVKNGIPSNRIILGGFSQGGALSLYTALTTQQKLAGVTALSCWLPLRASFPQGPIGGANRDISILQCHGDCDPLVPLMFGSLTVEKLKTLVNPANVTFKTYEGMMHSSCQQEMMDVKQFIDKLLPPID
# pPAFAH inh = pPAFAH enzyme inhibitors, primary screen, biochemical, fluorescence polarization, human; Platelet-activating factor acetylhydrolase (Homo sapiens), Q13093; recombinant pPAFAH, FP-rhodamine probe fluorescence polarization; inhibition, % at 3.39 µM; 330,000 compounds, 1.5% hits; AID 463082, 2010;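 active = inhibition above the mean inhibition across the screen plus 3 SD, cut at about 25% in these data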;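 also: inhibitors block binding of the rhodamine activity-based probe so polarization drops; 0% = enzyme with DMSO and 100% = wells lacking pPAFAH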
# Starred values were filed as active, the others as inactive; · = not tested or not shown.
SMILES,PAFAH1B2 inh,PREPL inh,PAFAH2 inh,PAFAH1B3 FP inh,PAD4 inh,LYPLA2 inh,GSTO1 inh,LYPLA1 counter,pPAFAH inh
O=C(Cn1ccccc1=O)c1cccs1,-3,3,0,9,0,7,3,2,2
O=C1CCCN1CCCNS(=O)(=O)c1ccc(F)cc1F,4,7,10,14,2,0,9,-1,4
CCOC(=O)Cc1cc(=O)n2[nH]c(C)c(C#N)c2n1,8,26,7,1,-1,-2,-6,-4,2
FC(c1nc2ccccc2[nH]1)C(F)(F)F (centres undefined),0,5,1,4,-5,-4,1,1,1
COC(=O)C1=C(C)N(C)C(=O)NC1c1ccc(O)c(OC)c1 (centres undefined),-8,-1,0,-1,-2,4,6,0,0
Cc1cc(Oc2nnnn2-c2ccccc2)ccc1Cl,2,3,4,6,3,-6,-6,-2,0
CN(C)CCOc1ccc(Cl)cc1C(C)(C)C,-1,-2,9,1,-8,-9,-2,-6,-1
O=C(Nn1cnnc1)c1cc([N+](=O)[O-])cc([N+](=O)[O-])c1,-4,0,1,3,-3,7,-1,3,-1
O=C(CC1(O)C(=O)Nc2ccccc21)c1cccnc1 (centres undefined),4,0,10,4,-2,-1,10,2,1
CNC(=S)N1N=C(c2ccc(OC)cc2)CC1c1ccccc1Cl (centres undefined),0,-11,4,7,4,4,-5,-1,6
CC(C)CC(=O)c1c[nH]c(C(=O)NCCCN2CCOCC2)c1,5,-14,4,4,-1,-4,0,-1,3
CCN(CC(=O)Nc1c(F)cccc1F)C(=O)c1cc(C)oc1C,4,14,-4,4,-1,-5,4,-1,2
CCOC(=O)C1=NN(C(C)=O)C2(CC(=O)N(c3cc(C)cc(C)c3)C2=O)C1 (centres undefined),-2,-5,2,8,-4,3,3,2,3
COc1ccc(S(=O)(=O)N(CCc2ccccc2)CC(=O)NC(C)C)cc1,-3,-4,-3,1,0,7,3,1,2
CN1CCN(C(=O)CCC(=O)O)CC1,5,-11,-4,1,-2,-3,-11,0,1
CCOC(=O)C1(CCOC)CCN(C(C)CCc2ccc(OC)cc2)CC1 (centres undefined),1,11,-4,5,1,-4,3,0,-3
COc1ccccc1NC(=O)CCC(=O)N/N=C(/C)c1ccc(C)cc1,6,2,1,2,0,2,5,-2,1
O=S(=O)(c1ccccc1)C1CON(Cc2ccccc2)C1c1ccccc1 (centres undefined),1,7,7,12,-1,-5,2,-2,-7
Cc1ccc(OCC(=O)NCCNC(=O)c2cnccn2)cc1,1,-3,-3,6,5,-3,5,1,0
Cc1ccc(NC(=O)CN(C)S(=O)(=O)c2ccc3c(c2)c(=O)n(C)c(=O)n3C)cc1,-3,1,0,5,7,-1,-2,0,1
C=C(C)CSc1nncn1/N=C/c1ccc(OC)cc1,-2,16,-7,-4,1,-2,-2,-1,5
CN(C)S(=O)(=O)N1CCC(Oc2ccc(C(=O)N3CCCCCCC3)cc2)CC1,-2,17,-5,8,1,5,-2,1,1
COc1ccc(S(=O)(=O)N2CCOC2CNC(=O)C(=O)NCc2ccncc2)cc1C (centres undefined),2,-3,-2,3,-2,-3,4,-2,1
Cn1nnnc1SCC(=O)N1N=C(c2ccc(Cl)cc2)CC1c1ccco1 (centres undefined),4,6,5,3,0,·,·,·,2
Cc1ccc(S(=O)(=O)NNc2ccccc2)cc1,2,11,-218,-10,-4,1,20,-2,0
Cc1ccc2c(c1)N(Cc1ccc([N+](=O)[O-])cc1)C=NS2(=O)=O,3,11,1,-1,-2,-2,-5,-3,7
CCOC(=O)C1CCCN(C(=O)c2cccc(S(=O)(=O)N3CCOCC3)c2)C1 (centres undefined),4,1,2,2,-1,-2,-2,-2,3
COC(=O)[C@H](C)N1C/C=C\COc2c(Cl)cc(Cl)cc2S1(=O)=O,5,·,-2,4,5,·,·,·,2
Cc1[nH]c2ccc(Br)cc2c(=O)c1CN1CCCCCC1,-2,12,-8,1,5,-4,-1,0,-1
O=C(c1ncn(Cc2ccccc2)c1C(=O)N1CCc2ccccc2C1)N1CCc2ccccc2C1,5,17,-4,-6,-22,-8,·,-2,-2
Nc1ccc2c(c1)C/C(=C/c1ccco1)C2=O,-8,29,9,7,1,-10,28,-11,84*
O=c1oc2cc(OCc3ccc(F)cc3F)ccc2cc1-c1ccccn1,2,3,1,2,1,6,2,5,-1
Cc1ccsc1C(C(=O)NC(C)(C)C)N(Cc1ccco1)C(=O)c1csnn1 (centres undefined),-2,1,-5,-1,0,2,5,-1,8
Cc1cc(C)cc(C(=O)Nc2ccncc2)c1,2,18,-1,8,-3,-5,-6,2,0
Cc1cc(=O)oc2cc(NC(=O)c3ccccc3OC(F)F)ccc12,4,28,3,9,-2,-2,-7,4,8
COc1ccc(S(=O)(=O)N2CCC(C(=O)N3CCCCCC3)CC2)cc1,0,-3,7,7,-7,3,-5,-1,2
Cc1cc(CN(C)Cc2c(C(=O)N3CCCCCCC3)nc3ccc(Cl)cn23)n[nH]1,-3,0,-6,-4,-4,1,1,-4,-6
CC1CCN(CC(=O)Nc2ccc(S(=O)(=O)N3CCC(C)CC3)cc2)CC1,29*,3,-4,8,1,-5,-1,-1,-1
COc1ccc(-c2cc(C(=O)N3CCCC(C(F)(F)F)C3)c3ccccc3n2)cc1OC (centres undefined),0,-7,1,6,0,-4,-14,-3,1
O=C(Nc1nnc(-c2ccccc2Cl)o1)c1ccco1,5,7,0,2,-5,2,-5,1,-1
O=C(C1CCCCC1)N1CCC(CO)(Cc2ccccc2Cl)CC1,6,-8,9,2,9,4,-1,1,1
CCCCn1nc2cc(C(=O)NCCCCc3ccccc3)ccc2c1OCC,3,17,4,3,-3,-2,2,-2,4
CCOc1ccc(NC(=O)C2CCC(C)(C(=O)O)C2(C)C)cc1 (centres undefined),6,7,2,2,-2,-1,11,3,0
Cc1onc(-c2c(Cl)cccc2Cl)c1/C(N)=N/OC(=O)C1CC1,3,6,23,-2,-2,-3,1,2,1
Cc1c(C#N)c2ccccc2n1CC(=O)NCc1ccccc1,4,-5,-5,1,-4,1,-4,-3,2
CCCOc1ccc2oc(=O)c3c(c2c1)CCCN3C(=O)CN1CCN(C(=O)c2ccco2)CC1,·,23,·,·,-4,0,-1,-2,3
O=C(CCSc1nnc(-c2ccccc2)o1)N1CCOCC1,1,-5,5,-6,-2,-2,5,3,2
COc1ccccc1NC(=O)CN1C(=O)C2(OCCCO2)c2ccccc21,4,14,-1,8,-4,-3,2,-3,0
CCOc1ccc(NC(=O)N2CCC(n3nnc4cc(C)ccc43)CC2)cc1,2,10,1,8,7,3,9,-4,5
Cc1cc(NC(=O)CS(=O)(=O)c2ccc(F)cc2)no1,0,-4,-5,8,3,10,1,1,3
CCOC(=O)N1CCN(C(=O)C2CCCN(S(C)(=O)=O)C2)CC1 (centres undefined),-3,-1,1,1,-3,-4,12,0,4
COc1cccc(C(=O)NC2CC3CCCC(C2)N3CC(=O)Nc2ccccc2C(F)(F)F)c1 (centres undefined),-1,-6,1,7,0,-5,-1,-4,2
C[C@H](CO)N1C[C@H](C)[C@@H](CN(C)Cc2ccncc2)Oc2c(cccc2N(C)C)C1=O,3,6,0,13,0,·,·,·,2
CCOc1ccccc1NC(=O)C1C2CCC3C(CCC21)C3(Cl)Cl (centres undefined),2,2,3,-9,-2,4,3,0,5
Clc1ccc(Cl)c(-c2nn3c(Cn4cnc5ccccc54)nnc3s2)c1,2,-10,11,2,1,2,3,-1,5
N#Cc1ccccc1OCCOCCNC1CCCC1,2,7,1,-3,-2,-2,3,-1,3
Cc1cccc(NC(=O)C2CCN(c3nc(C)cc(C)n3)CC2)c1,1,9,2,-1,-4,-6,1,-1,-5
CC1CN(c2ccc(S(=O)(=O)N3CCOCC3)cn2)CC(C)O1 (centres undefined),3,-4,-4,0,2,-2,-8,-1,5
CCOc1ccccc1NC(=O)NCc1ccccc1,2,-14,2,1,0,0,7,-4,-3
Cc1cc(C)nc(NC(=O)c2cccc([N+](=O)[O-])c2C)n1,0,0,-3,4,-3,5,2,-1,3
# Following part:
SMILES,PAFAH1B2 inh,PREPL inh,PAFAH2 inh,PAFAH1B3 FP inh,PAD4 inh,LYPLA2 inh,GSTO1 inh,LYPLA1 counter,pPAFAH inh
COc1cccc(C(=O)NNC2=CC(=O)CC(C)(C)C2)c1,-3,-1,4,10,0,10,5,1,-3
COC(=O)[C@]1(Cc2ccccc2)N[C@H](CN(C)C(=O)C2CCCCC2)[C@@H]2C(=O)N(Cc3ccccc3)C(=O)[C@@H]21,18,6,4,7,-1,·,·,·,-1
O=C(O)c1cccc(Cn2c(Cl)c(/C=N/NC(=O)c3ccccc3Cl)sc2=O)c1,8,-3,7,6,1,3,1,-1,4
CC(=O)c1sc(NC(=O)CS(=O)(=O)c2ccccc2)nc1-c1ccccc1,4,4,2,5,4,4,-14,0,-11
O=C(c1c(F)cccc1F)N1CCCc2ccccc21,9,6,3,11,-2,1,0,1,-7
Cc1ccc(C(=O)NC(C)c2ccc(F)cc2)cc1 (centres undefined),6,7,3,6,-1,3,-5,-1,-1
CCOC(=O)N1CCN(c2c(NCc3ccc(F)cc3)c(=O)c2=O)CC1,-2,10,8,4,1,1,6,1,-1
O=C(Cn1c(Cc2ccccc2)nc2ccccc21)NCc1ccc2c(c1)OCO2,4,-12,-1,7,-1,-1,4,-2,-2
O=c1c2cnn(-c3ccccc3)c2ncn1Cc1cccc(Cl)c1,0,3,-3,1,3,1,7,0,0
Cc1ccccc1OCC(=O)N/N=C/c1ccncc1,5,-2,0,9,-6,-5,-3,-2,3
O=S(=O)(Nc1ncccn1)c1ccc(NC(=S)NCc2ccco2)cc1,9,-10,12,1,-6,5,-2,-1,-1
CN(C(=S)NC(=O)Cc1ccccc1)c1ccccc1,6,-10,5,2,-7,12,-22,7,3
Cc1cccc(NC(=S)NC2CC3CCC(C2)N3Cc2ccco2)c1C (centres undefined),2,-2,11,7,2,2,1,2,1
COc1ccccc1NC(=O)CSc1nc2ncccc2[nH]1,2,6,1,5,1,-4,-1,-2,0
O=C(NC1CCCCC1)C(c1cccnc1)N(C(=O)CCl)c1ccc(F)cc1 (centres undefined),3,10,-1,4,3,4,95*,7,2

# Record cards, from the list above:
# Entry for CC(=O)c1sc(NC(=O)CS(=O)(=O)c2ccccc2)nc1-c1ccccc1 : PAFAH1B2 inh: 4; PREPL inh: 4; PAFAH2 inh: 2; PAFAH1B3 FP inh: 5; PAD4 inh: 4; LYPLA2 inh: 4; GSTO1 inh: -14; LYPLA1 counter: 0; pPAFAH inh: -11
# Entry for O=C(O)c1cccc(Cn2c(Cl)c(/C=N/NC(=O)c3ccccc3Cl)sc2=O)c1 : PAFAH1B2 inh: 8; PREPL inh: -3; PAFAH2 inh: 7; PAFAH1B3 FP inh: 6; PAD4 inh: 1; LYPLA2 inh: 3; GSTO1 inh: 1; LYPLA1 counter: -1; pPAFAH inh: 4

# An excerpt, so the mix of outcomes need not match the whole.
